Screening data deposited in PubChem BioAssay by Broad Institute.
esBAF inh = SWI/SNF esBAF complex inhibition | mouse ES cells, Bmi1-luciferase knock-in reporter, 24 h; 100% = twice the neutral-well signal | reporter increase, % at 12.5 µM | actives 2% (n = 350,000); in the data active = activation above about 40%;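 also: 0% = median of the plate's neutral control wells and 100% = double that signal; a rise in the Bmi1 reporter signal indicates esBAF inhibition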
S100A4 MyoIIA = inhibitors of human S100A4 binding to myosin IIA peptide; P26447; S100A4/TAMRA-MyoIIA peptide fluorescence polarization; inhibition, % at 10.7 µM; actives 0.14% (n = 360,000); AID 652163;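 active = mean inhibition of at least 70% across replicates, with every replicate also reaching that level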
Target sequence (P26447 whole entry, looked up): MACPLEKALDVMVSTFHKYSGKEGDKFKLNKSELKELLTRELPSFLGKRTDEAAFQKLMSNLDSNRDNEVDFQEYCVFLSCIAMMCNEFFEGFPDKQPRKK
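Test system: S100A4 monomer protein; Medium: HEPES pH 7.2 with CaCl2, KCl, NaCl, DTT, Triton; Probe or stimulus: TAMRA-labelled myosin IIA heavy-chain peptide probe, 5 nM; Doses: one dose per compound; Times: polarization read 5 min after assay mix addition, stable 5–60 min; Benchmarks: neutral control DMSO, positive control TFP.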
E-selectin induc = induces E-selectin expression in human endothelial cells | P16581 | AID 686992 | actives 0.37% (n = 260,000) | HUVEC E-selectin immunofluorescence imaging; normalized: neutral wells 0, TNF-alpha wells 100 | activation, % at 7.58 µM;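 active = mean E-selectin-positive cell signal at least 10% of the positive control, reached in at least 60% of replicates, without over 20% cell loss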;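 also: in these data hits start at about 27%; measured in HUVEC primary endothelial cells; signal is the percent of cells scored E-selectin positive by PE staining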
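Assay system: HUVEC primary endothelial cells. Input: 3,000 HUVEC seeded per well. Doses: one compound dose added by pin transfer. Read-out basis: % PE-positive cells. Benchmarks: TNF-alpha high, DMSO low. Detection: immunofluorescence imaging. Buffer or medium: EGM-2, gelatin.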
ERAP1 HTS inh = inhibitors of human ERAP1 aminopeptidase | Q9NZ08 | recombinant ERAP1, Leu-AMC fluorescence, 60 min | inhibition, % at 10.7 µM | actives 0.15% (n = 340,000);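 active = mean replicate inhibition of at least 30%, or all replicates individually reaching that 30% level; inactive = mean below 30% and not every replicate reaching it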;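 also: 0% = neutral control wells and 100% = L-leucinethiol positive control wells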
ERp5 inh = inhibitors of human ERp5; Q15084; actives 0.05% (n = 350,000); inhibition, % at 9.99 µM; AID 651711; ERp5 insulin aggregation, absorbance 650 nm, 90 min;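 active = mean replicate inhibition above about 25%, with every replicate also reaching it, limit read from the data, passing the limit was not always enough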
Target sequence (Q15084 whole entry, looked up): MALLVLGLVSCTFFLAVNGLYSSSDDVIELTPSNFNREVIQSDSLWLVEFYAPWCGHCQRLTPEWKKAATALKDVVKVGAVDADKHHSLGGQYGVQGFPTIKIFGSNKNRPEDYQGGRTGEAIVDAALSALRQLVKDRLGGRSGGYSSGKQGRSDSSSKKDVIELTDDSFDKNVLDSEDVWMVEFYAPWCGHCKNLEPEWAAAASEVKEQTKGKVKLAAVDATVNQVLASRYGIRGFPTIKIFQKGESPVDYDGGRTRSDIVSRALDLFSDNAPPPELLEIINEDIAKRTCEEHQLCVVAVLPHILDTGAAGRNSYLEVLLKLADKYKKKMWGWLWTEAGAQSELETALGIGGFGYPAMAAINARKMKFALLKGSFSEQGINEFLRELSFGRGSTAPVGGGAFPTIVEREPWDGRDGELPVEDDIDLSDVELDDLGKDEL
Xi reactivation = activators of X-chromosome reactivation in mouse fibroblasts; actives 0.055% (n = 360,000); XiGFP mouse fibroblasts, % GFP-positive cells imaging, 3 d; cells co-treated with 5-aza-dC sensitizer; scaled so ellipticine positive control = 100%; activation, % at 7.58 µM; AID 743238;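 active = mean normalized replicate activation at least 10% and every replicate at or above 10%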;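 also: 0% = median of on-plate neutral control wells and 100% = ellipticine 6 µM median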
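System: SV40-immortalized XiGFP fibroblast cells, line 68-5-11 / Incubation: 3-day compound exposure, then 15 min fixation at room temperature / Compound: single concentration per compound, delivered by pin transfer / Buffer or medium: DMEM plus 5-aza-dC sensitizer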
RAD52 inh = inhibitors of human RAD52 DNA annealing; P43351; recombinant RAD52 DNA annealing, FRET fluorescence; inhibition, % at 18.7 µM; actives 0.46% (n = 360,000);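 active = every replicate showing at least 50% inhibition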
Target sequence (P43351 whole entry, looked up): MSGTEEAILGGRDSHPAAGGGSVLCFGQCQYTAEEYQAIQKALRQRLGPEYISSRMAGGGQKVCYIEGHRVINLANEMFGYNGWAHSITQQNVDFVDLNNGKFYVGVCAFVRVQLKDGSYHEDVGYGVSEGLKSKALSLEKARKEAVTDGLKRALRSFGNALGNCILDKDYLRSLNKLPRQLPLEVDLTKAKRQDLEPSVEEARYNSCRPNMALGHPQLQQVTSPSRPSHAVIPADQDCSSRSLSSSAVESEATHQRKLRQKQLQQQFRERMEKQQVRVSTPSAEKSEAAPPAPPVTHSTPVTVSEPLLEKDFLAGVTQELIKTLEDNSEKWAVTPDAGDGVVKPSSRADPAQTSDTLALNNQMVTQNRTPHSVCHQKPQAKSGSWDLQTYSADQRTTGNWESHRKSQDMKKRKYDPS
RAD54 inh = RAD54 (human) branch migration inhibition | AID 602329 | inhibition, % at 10.4 µM | Q92698 | RAD54 Holliday junction branch migration, FAM/BHQ fluorescence | actives 0.14% (n = 360,000);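 active = mean normalized replicate activity at least 40 and at least half of replicates scoring 40 or more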;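 also: 0% = median of neutral control wells and 100% = median of positive control wells; inhibitors cause a drop in the FAM fluorescence signal; in these data hits start at about 50%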
* marks the source's active call; other numbers are inactive results; / = no result given; & = joins results of further samples.

SMILES	esBAF inh	S100A4 MyoIIA	E-selectin induc	ERAP1 HTS inh	ERp5 inh	Xi reactivation	RAD52 inh	RAD54 inh
COc1ccc(C2=NCCn3c2c2ccc(C(F)(F)F)cc2[n+]3[O-])cc1	-7	-5	0.0	3	4	0.0	-12	-4
Cn1c(=O)n(C)c2cc(NC(=O)CSc3nc4ccccc4c(=O)[nH]3)ccc21	-3	0	0.1	-1	4	0.5	-18	/
CCCC(C(=O)NC(C)(C)C)N(C(=O)c1snc(C(N)=O)c1N)c1ccc2c(c1)OCCO2 (stereo unspecified)	-13	-7	/	2	0	0.1	-9	/
O=C(O)CC(Cc1ccc(Cl)cc1)C(=O)NCc1ccccc1 (stereo unspecified)	7	3	-0.2	0	-3	-0.2	-4	-8
CCc1cc(Br)ccc1NC(=S)NCCc1ccccc1	-2	1	-0.2	2	8	0.4	-27	9
O=C(CCC(=O)N1CCOc2ccccc21)Nc1ccccc1Cl	3	0	0.3	4	8	0.1	-9	5
COc1cc(C2CC(=O)N(CC(=O)NCC3CCCO3)c3ccccc3S2)cc(OC)c1OC (stereo unspecified)	-6	-5	/	-3	-2	0.1	-13	1
Cc1ccc(NC(=O)c2ccc3c(c2)OCO3)cc1Cl	30	-2	/	-1	3	0.1	-5	15
C[C@H](CO)N1C[C@H](C)[C@@H](CN(C)Cc2ccc(C(F)(F)F)cc2)Oc2c(NS(=O)(=O)c3ccc(Cl)cc3)cccc2C1=O	-1	1	-0.1	1	2	0.0	-12	5
CS(=O)(=O)N1CCN(C(=O)Cc2ccc([N+](=O)[O-])cc2)CC1	-13	-4	-0.2	-4	4	0.4	-13	-1
C[C@H]1CN([C@@H](C)CO)C(=O)Cc2cc(NC(=O)Nc3ccccc3)ccc2O[C@@H]1CN(C)C(=O)Nc1ccccc1	-11	2	0.7	-3	-2	0.0	24	-5
CCOC(=O)C1CCN(C(=O)CSc2cc(=O)n(CC)c3ccccc23)CC1	-9	9	/	-6	2	/	-1	-2
O=C1NC(Cc2ccccc2)c2nc3ccc(F)cc3c(=O)n2-c2ncccc21 (stereo unspecified)	-2	-3	0.0	1	2	0.1	-9	4
COc1ccc(S(=O)(=O)Nc2ccc3c(c2)C(=O)N([C@H](C)CO)C[C@@H](C)[C@@H](CN(C)CC2CCCCC2)OCCCC[C@@H](C)O3)cc1	2	/	-0.1	/	/	0.3	/	8
COc1cccc2sc(/N=C/N(C)C)nc12	/	-5	-0.8	-2	-5	0.0	7	-5
CC(=O)c1ccc(Nc2nc(C(N)Cc3ccc(Cl)cc3)cs2)cc1 (stereo unspecified)	-1	15	0.3	0	-1	0.2	-155	7
CN(C)S(=O)(=O)c1cccc(NC(=O)c2cc(=O)[nH]c3ccccc23)c1	/	0	/	0	-5	0.0	-18	/
Cc1ccc(S(=O)(=O)NNC(=O)c2sc(NS(=O)(=O)c3ccccc3)nc2C)cc1	-7	-1	0.6	0	3	0.3	-128	0
Cc1cc(F)ccc1-c1cc(C(=O)NCC2CCCCC2)[nH]n1	8	17	1.1	-1	2	0.0	2	0
CCC(C)NC(=O)C1CCN(S(=O)(=O)c2ccc3[nH]c(=O)ccc3c2)CC1 (stereo unspecified)	-5	-1	0.0	-3	1	0.1	-2	-3
CC(C)(C)C(=O)Nc1ccccc1C(=O)NCCCn1ccnc1	-2	10	/	-1	-1	0.0	-2	/
COC(=O)[C@]1(Cc2ccccc2)N[C@H](CN(C)C(=O)Nc2ccc(Cl)cc2)[C@@H]2C(=O)N(Cc3ccccc3)C(=O)[C@@H]21	30	-3	/	-2	6	0.4	-24	-3
Cc1nn(C)c(Cl)c1CN1CCCC(CCC(=O)NCc2ccccc2F)C1 (stereo unspecified)	/	-1	/	0	0	0.1	-14	/
O=S(=O)(Nc1c(F)cccc1F)c1ccc(Cl)nc1	4	-1	0.0	-1	8	0.2	-1	-4
Cn1cc(/C=C(\NC(=O)c2ccccc2)C(=O)N2CCOCC2)c2ccccc21	-4	-3	0.4	0	4	0.0	-20	3
COc1cc(S(=O)(=O)N2CCOCC2)ccc1NC(=O)COC(=O)c1cc(OC)c(OC)c(OC)c1	1	15	-1.9	0	/	0.0	-12	-3
O=C(NN1C(=O)c2ccccc2NC1c1ccc([N+](=O)[O-])o1)c1ccc(Br)cc1 (stereo unspecified)	/	2	/	-7	-4	0.3	-9	/
COc1ccc(NC(=O)C2CCCN2S(=O)(=O)c2ccc3c(c2)CC(C)N3C(C)=O)cc1OC (stereo unspecified)	1	-2	/	2	-4	0.2	-5	3
CCc1sc(C(=O)Nc2nc(C)cs2)cc1C	-3	-6	0.8	-1	-3	0.0	-27	7
CO[C@@H](CN(C)Cc1ccc2c(c1)OCO2)[C@H](C)CN(C(=O)c1ccccc1)[C@@H](C)CO	-3	4	-0.1	-5	-4	0.0	-8	-3

Among those listed so far, these have two or more sulfur atoms.
SMILES	esBAF inh	S100A4 MyoIIA	E-selectin induc	ERAP1 HTS inh	ERp5 inh	Xi reactivation	RAD52 inh	RAD54 inh
Cc1ccc(S(=O)(=O)NNC(=O)c2sc(NS(=O)(=O)c3ccccc3)nc2C)cc1	-7	-1	0.6	0	3	0.3	-128	0
CCc1sc(C(=O)Nc2nc(C)cs2)cc1C	-3	-6	0.8	-1	-3	0.0	-27	7

Of the compounds above, these have bromine:
SMILES	esBAF inh	S100A4 MyoIIA	E-selectin induc	ERAP1 HTS inh	ERp5 inh	Xi reactivation	RAD52 inh	RAD54 inh
CCc1cc(Br)ccc1NC(=S)NCCc1ccccc1	-2	1	-0.2	2	8	0.4	-27	9
O=C(NN1C(=O)c2ccccc2NC1c1ccc([N+](=O)[O-])o1)c1ccc(Br)cc1 (stereo unspecified)	/	2	/	-7	-4	0.3	-9	/

More records:
SMILES	esBAF inh	S100A4 MyoIIA	E-selectin induc	ERAP1 HTS inh	ERp5 inh	Xi reactivation	RAD52 inh	RAD54 inh
CCCCc1c(Cc2ccccc2)ncn1CCc1ccccc1OC	/	34	-4.3	/	1	-0.1	-5	/
O=C(COC(=O)c1ccc(-c2nnc(-c3ccccc3)o2)cc1)c1ccccc1	28	-1	/	7	-1	-0.1	-1	1
C[C@@H]1CN([C@H](C)CO)C(=O)c2cc(N(C)C)ccc2O[C@@H]1CN(C)C	-5	12	0.1	-9	8	-0.9	-16	0
O=c1c2ccccc2nc2ccc(NCc3cccs3)nn12	/	-8	1.2	0	-4	0.2	-53	/
CN1[C@H](CO)[C@@H]2c3ccccc3N(C(=O)c3ccc(F)cc3)C[C@@H]21	-2	-9	0.2	2	7	0.1	-8	-2
CC(C)NC(=O)N(C)C[C@@H]1Oc2ccc(NS(=O)(=O)c3cccs3)cc2CC(=O)N([C@H](C)CO)C[C@H]1C	5	2	-4.8	3	-4	-0.1	-6	1
COc1ccc(C(=O)Nc2ncccc2C)cc1S(=O)(=O)N1CCCc2ccccc21	/	2	-1.7	-2	1	0.0	-4	/
Cc1nc2c(C)cccn2c(=O)c1NC(=O)c1cccc2ccccc12	5	-8	-0.2	0	6	0.1	-3	8
Cc1ccccc1Oc1ccc2c(c1)[C@@H]1C[C@H](N(C)C(=O)NC3CCCCC3)[C@H]([C@H](C)O)C(=O)N1CC2	1	-1	-0.7	2	-1	-0.1	-4	0
CC(C)OC(=O)c1cccnc1N1CCN(c2cccc(Cl)c2)CC1	/	-1	34*	13	0	0.1	-1	/
Cn1nnnc1Sc1ncnc2scc(-c3ccccc3)c12	/	-7	/	7	1	/	-14	0
C[C@@H]1CN([C@H](C)CO)S(=O)(=O)c2ccc(C3=CCCC3)cc2O[C@H]1CN(C)Cc1ccccn1	-14	-2	-0.5	2	-1	-1.3	-6	-18
O=S(=O)(Cc1ccc(Cl)cc1)N1CCN(Cc2ccc3c(c2)OCO3)CC1	0	1	0.0	-3	0	0.0	-10	1
COc1ccc(C(=O)c2ccc(OC)c(OC)c2OC)cc1	-22	-2	0.3	0	-6	0.2	-8	8
C[C@@H]1CN([C@@H](C)CO)C(=O)c2cc(NC(=O)Nc3ccc4c(c3)OCO4)ccc2O[C@H]1CN(C)S(=O)(=O)c1cn(C)cn1	-4&-5	23&-5	-2.0&0.0	1&2	-2&-3	0.3&0.0	5&-9	1&-4
COc1ccccc1CCc1nnc(N)s1	-1	13	0.0	0	0	0.0	-5	0
CNc1cncc(-c2ccc(O)cc2C)n1	-6	-1	0.1	0	6	0.1	-23	6
COc1ccccc1NC(=O)CSc1nnc(Cn2c(=O)sc3ccccc32)n1C	-4	64	0.1	-2	5	0.3	3	-2
O=C(NC1CCCCC1)C(c1ccccc1)N(C(=O)Cc1ccsc1)c1ccccc1 (stereo unspecified)	-12	-4	/	-3	-1	/	16	8
NS(=O)(=O)c1ccc(CCNC(=O)CN2CCN(c3ccccc3O)CC2)cc1	-6	-8	/	-2	0	0.0	-2	/
Cc1csc(=O)n1CC(=O)OCC(=O)Nc1ccc(Cl)cc1F	-3	0	/	-7	2	0.0	-6	/
CCc1ccc(CNC(=O)C2CCN(S(=O)(=O)N3CCCC3)CC2)cc1	-3	-2	/	1	3	0.2	-4	1
O=C1C=CN(C(=O)Oc2ccccc2)CC1	/	2	/	6	-6	0.1	-14	/
CC(NC(=O)OCc1ccccc1)C(=O)Oc1cc2oc(=O)cc(-c3ccccc3)c2cc1Cl (stereo unspecified)	/	-2	-0.4	-17	0	0.3	-4	/
CCCC(=O)Nc1ccc2c(c1)C(=O)N(C)C[C@H](OC)[C@H](C)CN(Cc1ccccc1F)[C@@H](C)CO2	3	-1	-0.2	2	-1	0.2	-42	-7
CN(CC(=O)Nc1ccccc1F)CC(=O)Nc1ccccc1Br	/	-10	/	6	5	0.5	-21	/
CCN(Cc1ccccc1)C(=O)CSc1nncn1C	/	2	0.0	-5	2	0.0	0	/
CSCCC1NC(=O)N(CC(=O)Nc2ccc(Cl)c(S(=O)(=O)N3CCOCC3)c2)C1=O (stereo unspecified)	4	3	/	0	-1	0.0	1	/
Cc1ccc(S(=O)(=O)N2CCCC2C(=O)NCc2ccccc2F)cc1 (stereo unspecified)	3	0	/	-2	-1	0.1	-9	-4
COc1ccc(NC(=O)Nc2ccc3c(c2)C(=O)N([C@@H](C)CO)C[C@@H](C)[C@H](CN(C)C(=O)Nc2cccc4ccccc24)OCCCC[C@H](C)O3)cc1	1	12	-0.3	-3	1	0.3	15	-4
CCCCn1c(SCC(=O)OCC)nc2c1c(=O)[nH]c(=O)n2C	-4	1	-0.5	4	-9	0.1	-11	9
CC1=NN(c2ccc([N+](=O)[O-])cc2)C(=O)/C1=C\N(C)C	/	2	/	-2	1	-0.1	-2	/
COc1ccc(CN2CCCC(C(=O)N3CCc4ccccc4C3)C2)cc1OC (stereo unspecified)	-3	6	4.1	-4	0	0.2	-4	9
CCOC(=O)c1sc2nc(C)nc(NCc3cccnc3)c2c1C	/	-2	1.1	-1	16	0.0	-43	/
CCCNC(=O)C(Cc1ccccc1)NC(=O)c1ccc(-c2ccccc2)cc1 (stereo unspecified)	4	-9	-0.1	1	0	-0.1	2	-5
COCCCNC(=S)N(CCN(C)C)Cc1cc2cc3c(cc2[nH]c1=O)OCCO3	6	-7	/	6	-2	0.0	-9	1
CCC(=O)N/C(=N/c1nc(C)cc(C)n1)Nc1ccc(OC)cc1	-4	0	/	10	9	/	3	4

An unsorted share of the library; 2.5% or so of the library scored in one or more.
